Compound activity from PubChem.
Wnt bcat act – activates Wnt/beta-catenin signaling in a reporter cell assay | activator, plate reader | activation, % at 9.35 µM | 300,000 tested, 1.2% active; in the data active = activation above about 30%, passing the limit was not always enough;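 note: 0% = neutral control wells and 100% = positive control wells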
RTF Ca sens act – cardiac RTF calcium sensitization. P19429+P45379. IANBD-labeled TnC RTF fluorescence at EC20 calcium; 0% EC20 calcium, 100% full calcium. activation, % at 7.2 µM. 340,000 tested, 0.24% active. AID 493008;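 active = activation above the mean over all tested compounds plus 3 SD, cut at about 30% in these data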;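 note: rise in fluorescence read as greater calcium sensitivity of cardiac thin filaments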
V-ATPase pH – regulators of yeast V-ATPase proton transport. S. cerevisiae, pHLuorin cytosolic pH fluorescence. response, % at 10 µM. 350,000 tested, 0.37% active; in the data active = response mostly above about 7.3%, no sharp cut-off; inactive = mostly below about 5.4%; note: actives read high; inactives centre near 0; some compounds called inactive have numbers as strong as hits; reference of the scale not given here
C-LANA FP – inhibitors of KSHV LANA C-terminal domain DNA binding; AID 504423; MBP-C-LANA/FAM-LBS DNA binding, fluorescence polarization; inhibition, % at 9 µM; 340,000 tested, 0.078% active;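 active = highest replicate inhibition at or above 60% at 9 µM, even if other replicates fall short; inactive = all replicates below 60% inhibition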;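 note: 0% = neutral control wells and 100% = 4 µM acridine orange control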
OPRM1-OPRD1 ag – OPRM1-OPRD1 heterodimerization agonism; P35372+P41143; cells, luminescence; activation, % at 9.3 µM; 340,000 tested, 0.3% active; AID 504326; in the data active = activation above about 18%;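 note: 0% = vehicle-treated cells and 100% = reference agonist; values of inactives mirror those of a sister screen read the other way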
RTF Ca sens inh – cardiac RTF calcium desensitization; P19429+P45379; IANBD-labeled cardiac RTF, Ca2+ fluorescence; inhibition, % at 7.15 µM; 340,000 tested, 0.12% active; AID 493244;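 active = inhibition above the mean inhibition of all tested compounds plus 3 SD, cut at about 17% in these data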;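 note: assay run at fixed EC70 calcium of 1.6 mM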
Arrestin-AP2 inh – blocks beta-arrestin peptide binding to AP2 adaptin | FITC-arrestin peptide / GST-AP2 beads, flow cytometry; AP2 beta2 appendage carries R879A mutation | 340,000 tested, 0.31% active | inhibition, % at 10 µM;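 active = inhibition above a set limit, near 3 SD of compounds lacking own fluorescence, cut at about 54% in these data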;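 note: plate controls were DMSO wells for no effect and 5 µM unlabelled arrestin peptide for full effect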
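Test system: GST-tagged AP2 beta2-adaptin appendage (R879A) on 4 µm glutathione beads; also added: fluorescein-tagged arrestin peptide at 50 nM final; timing: 12 min plus 1 h, RT; signal: flow cytometry, FL1 (488/535 nm); read-out: percent drop in bead-associated FITC signal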
Keap1-Nrf2 PPI – inhibitors of human Keap1-Nrf2 protein-protein interaction. Keap1 Kelch-Nrf2 peptide fluorescence polarization, 1536-well. inhibition, % at 9.4 µM. 340,000 tested, 0.15% active. AID 504523; in the data active = inhibition above about 12%;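 note: human Keap1 Kelch domain with fluorescein labeled Nrf2 9mer peptide probe; 0% = neutral control wells and 100% = peptide positive control; higher means more block of Keap1 binding to Nrf2 peptide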
Pemphigus Ab inh – inhibitors of pemphigus antibody binding to human desmoglein-3; P32926; DSG3-coupled beads, scFv-anti-DSG3-GFP binding, flow cytometry; active compounds read low; binding (percent of control), % at 10 µM; 310,000 tested, 0.48% active; AID 588358;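 active = binding more than 3 SD below its plate's average and above zero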;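 note: hits lower antibody fragment binding to DSG3; some compounds called inactive have numbers as strong as hits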
Target sequence (P32926 whole entry, looked up, the tested form may be a part): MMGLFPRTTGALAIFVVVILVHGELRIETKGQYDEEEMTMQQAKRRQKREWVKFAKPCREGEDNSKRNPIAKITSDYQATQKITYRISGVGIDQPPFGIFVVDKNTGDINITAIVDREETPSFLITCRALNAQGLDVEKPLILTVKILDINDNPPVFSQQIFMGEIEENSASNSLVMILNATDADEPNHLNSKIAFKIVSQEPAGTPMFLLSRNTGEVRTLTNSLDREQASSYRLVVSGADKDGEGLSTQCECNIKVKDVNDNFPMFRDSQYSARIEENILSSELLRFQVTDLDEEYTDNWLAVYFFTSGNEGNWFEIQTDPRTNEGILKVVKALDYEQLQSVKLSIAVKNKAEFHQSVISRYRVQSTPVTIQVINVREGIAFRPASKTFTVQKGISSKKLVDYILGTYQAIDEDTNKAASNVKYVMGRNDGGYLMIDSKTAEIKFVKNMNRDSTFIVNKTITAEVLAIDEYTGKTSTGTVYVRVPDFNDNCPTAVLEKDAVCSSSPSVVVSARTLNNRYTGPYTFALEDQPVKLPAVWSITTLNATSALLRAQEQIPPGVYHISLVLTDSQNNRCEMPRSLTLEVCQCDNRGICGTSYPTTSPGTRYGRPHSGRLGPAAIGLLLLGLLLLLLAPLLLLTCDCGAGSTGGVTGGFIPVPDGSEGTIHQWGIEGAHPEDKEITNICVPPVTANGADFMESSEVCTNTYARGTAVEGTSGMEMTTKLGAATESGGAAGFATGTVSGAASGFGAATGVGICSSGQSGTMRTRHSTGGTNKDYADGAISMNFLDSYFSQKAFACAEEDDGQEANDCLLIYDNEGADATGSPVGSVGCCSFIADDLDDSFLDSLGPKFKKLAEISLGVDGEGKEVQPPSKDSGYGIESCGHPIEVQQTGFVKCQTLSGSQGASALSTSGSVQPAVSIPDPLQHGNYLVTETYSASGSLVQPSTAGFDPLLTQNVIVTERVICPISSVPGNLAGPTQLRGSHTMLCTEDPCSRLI
MOR-DOR inv ag – mu-delta opioid heterodimer inverse agonism; P35372+P41143; cell-based MOR-DOR heterodimer luminescence; inhibition, % at 9.3 µM; 340,000 tested, 0.21% active; AID 504357; in the data active = inhibition above about 22%, passing the limit was not always enough;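 note: 0% = cells with DMSO and 100% = wells without cells with DMSO; values of inactives mirror those of a sister screen read the other way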
The depositor's hits bear a star; . = no result given; & = joins results of further samples.

SMILES	Wnt bcat act	RTF Ca sens act	V-ATPase pH	C-LANA FP	OPRM1-OPRD1 ag	RTF Ca sens inh	Arrestin-AP2 inh	Keap1-Nrf2 PPI	Pemphigus Ab inh	MOR-DOR inv ag
CCCCCCOC(=O)C1=C(C)NC(=O)NC1c1ccc2c(c1)OCO2 (centres undefined)	-2	-3	0	-1.4	0.2	2	-5	-3	110	-1
O=C(O)CCCn1c(=O)[nH]c2ccccc2c1=O	-4	0	-3	-0.6	-3.0	4	1	2	.	18
COC(=O)COc1cccc(NC(=O)COc2ccccc2)c1	.	-1	4	-1.9	-2.9	0	-3	1	100	16
FC(F)(F)c1ccc(Sc2n[nH]c(C(F)(F)F)n2)nc1	3	-1	4	-0.1	-1.9	-3	-5	-8	99	10
COc1cc(C2CC(=O)N3CN(Cc4ccco4)CSC3=C2C#N)ccc1OCc1ccccc1 (centres undefined)	0	-1	-2	3.5	1.9	2	7	2	104	-10
CC(=O)c1cccc(NC(=S)Nc2cccc3ccccc23)c1	9	-4	0	-0.5	0.2	-7	-2	-1	.	-1
O=C(CN1C(=O)c2ccccc2C1=O)Nc1cccc(S(=O)(=O)Nc2ccccc2Cl)c1	-4	1	-2	-1.6	1.0	-1	17	-1	99	-5
OCc1ccccc1OCCCN1CCC(Cc2ccccc2)CC1	-1	1	0	0.4	-1.9	3	35	4	99	10
CC1=C(CO)C(=O)OC([C@@H](C)C2CC[C@H]3C4C[C@H]5O[C@]56[C@@H](O)C=CC(=O)[C@]6(C)C4CC[C@]23C)C1 (some centres undefined)	-3	1	0	0.7	-4.1	5	-2	-100	.	21
Cc1ccc(C(=O)NCc2ccc(N3CCN(C(=O)OC(C)(C)C)CC3)cc2)cc1	-5	-3	-1	-1.6	3.6	2	7	-1	98	-17
CSc1ccccc1NC(=O)Cn1nc([N+](=O)[O-])c(Cl)c1C	-2	1	-3	14	-2.3	-7	-5	2	93	13
O=C1CC(=C(c2ccccc2)c2ccccc2)C(=O)N1CCN1CCN(c2cccc(Cl)c2)CC1	.	-2	-1	-0.3	-1.7	2	24	1	125	9
CC(C(=O)O)c1ccc(C(=O)c2ccccc2)s1 (centres undefined)	-2	-3	-5	-6.2	-1.0	4	12	1	101	5
COc1cccc(Nc2nn3c(=O)c4ccccc4nc3s2)c1	.	-4	1	-1.4	0.8	-4	1	-8	104	-5
O=C(CN1C(=O)/C(=C2\SC(=S)N(C3CCS(=O)(=O)C3)C2=O)c2ccccc21)Nc1ccccc1 (centres undefined)	.	-2	-1	-3.4	-0.9	-7	-7	-1	.	5
COc1ccc(C2CC(c3ccc(F)cc3)Nc3nc(N)nn32)cc1OC (centres undefined)	-2	4	0	0.0	0.1	-13	-8	4	107	-1
COc1cccc(C(C(=O)NC(C)(C)C)N(Cc2ccco2)C(=O)CCC(=O)Nc2cc(C)on2)c1OC (centres undefined)	-1	-5	-1	-1.1	-2.5	0	8	2	85	13
Cc1nnc2sc(-c3ccc(NC(=O)c4ccc(-c5ccc(Cl)cc5Cl)o4)cc3)nn12	-5	-8	-2	-0.1	-2.4	-12	-2	-3	186	13
COc1ccc(NC(=O)CSc2nnc(-c3ccncc3)n2C)cc1	0	-5	-1	-1.6	-2.0	-2	18	-2	96	10
CSCC[C@H](NC(=O)C1CCCC1)c1nc2ccccc2[nH]1	-2	-2	0	-0.7	-2.3	-3	1	-8	104	12
Cn1c(CCNC(=O)c2ccco2)nc2cc(NC(=O)c3ccccc3)ccc21	32*	5	-1	-1.0	-1.4	-4	-14	-3	102	7
COc1ccnc(N=CNOCc2ccc(C)cc2)c1C#N	.	-6	1	0.3	-2.8	8	-3	-5	.	12
COc1ccccc1Nc1nc(C)cc(=O)[nH]1	.	1	1	-0.6	-1.4	-2	0	1	99	8
CCN(CC)C(=O)N1CCN(C(=O)c2ccc(C)cn2)CC1	.	5	-2	1.4	-2.0	-7	-9	-3	96	12
O=C(Nc1cccnc1)c1ccc(N2CCOCC2)c([N+](=O)[O-])c1	2	-7	0	-0.1	-3.8	5	8	3	105	18

Four of the compounds above, comma-delimited:
Structure,Wnt bcat act,RTF Ca sens act,V-ATPase pH,C-LANA FP,OPRM1-OPRD1 ag,RTF Ca sens inh,Arrestin-AP2 inh,Keap1-Nrf2 PPI,Pemphigus Ab inh,MOR-DOR inv ag
Cc1nnc2sc(-c3ccc(NC(=O)c4ccc(-c5ccc(Cl)cc5Cl)o4)cc3)nn12,-5,-8,-2,-0.1,-2.4,-12,-2,-3,186,13
O=C(Nc1cccnc1)c1ccc(N2CCOCC2)c([N+](=O)[O-])c1,2,-7,0,-0.1,-3.8,5,8,3,105,18
COc1ccnc(N=CNOCc2ccc(C)cc2)c1C#N,.,-6,1,0.3,-2.8,8,-3,-5,.,12
CC(=O)c1cccc(NC(=S)Nc2cccc3ccccc23)c1,9,-4,0,-0.5,0.2,-7,-2,-1,.,-1

Continuation.
SMILES	Wnt bcat act	RTF Ca sens act	V-ATPase pH	C-LANA FP	OPRM1-OPRD1 ag	RTF Ca sens inh	Arrestin-AP2 inh	Keap1-Nrf2 PPI	Pemphigus Ab inh	MOR-DOR inv ag
CN1CCN(Cc2cccc(Oc3ccc(Cl)cc3)c2)CC1	1	-2	3	0.8	-0.8	-1	-2	-6	124	5
Cc1cc(C)n(C(=O)CNC(=O)c2ccc(C(C)(C)C)cc2)n1	3	-7	0	0.2	-2.0	-5	30	3	98	11
O=C(NCc1cccs1)c1ccc(Br)o1	0	-4	-2	-1.2	0.7	-4	5	1	97	-4
CCN(CC)S(=O)(=O)c1ccc(NC(=O)Cn2c(=O)sc3ccccc32)cc1	-8	-4	3	2.0	-1.7	-25	0	-2	107	10
Cc1ccc(C(=O)n2nc(-c3cccnc3)nc2N)cc1	.	-3	1	0.3	-3.4	0	-5	-2	101	18
CNC(=O)N(C1=NCC(C)S1)c1ccc(F)cc1F (centres undefined)	-6	-1	3	0.3	-0.5	-8	2	-2	100	2
CNc1nc2ccccc2n(C)c1=O	0	3	1	0.7	0.8	-4	-3	-6	113	-4
O=S(=O)(c1cccc(-c2cn3ccccc3n2)c1)N1CCCC1	4	-2	-1	-1.8	-2.7	3	30	2	97	14
Cc1ccc(N(CC(=O)N(C)Cc2ccccc2)S(C)(=O)=O)cc1C	-1	-7	-1	-0.9	-3.1	-1	31	1	109	16
COC(=O)CCS(=O)(=O)c1nc(-c2ccccc2)cc(C(F)(F)F)n1	.	7	0	1.4	0.2	3	8	-9	.	-1
Cn1c(=O)c2[nH]c(CN3CCN(Cc4ccccc4)CC3)nc2n(C)c1=O	.	3	0	-0.2	-0.4	-28	-9	-5	110	2
COc1ccccc1C(=O)CSc1n[nH]c(N)n1	.	4	0	-1.0	-1.5	-13	-1	1	102	8
O=C(CCC1CCCC1)Nc1cccc(Cc2ccncc2)c1	-1	.	-2	1.5	.	.	46	-2	.	.
CCC(=O)Nc1ccc(Cl)c(NC(=O)c2ccc([N+](=O)[O-])cc2)c1	0	0	-1	-0.4	4.5	0	1	-2	96	-33
COc1ccc(CC(=O)NNS(=O)(=O)c2ccccc2)cc1OC	-1	8	-1	0.3	-1.1	-4	7	-5	112	6
O=C(CN1C(=O)NC(Cc2c[nH]c3ccccc23)C1=O)Nc1ccccc1C(F)(F)F (centres undefined)	-6	0	0	1.9	-1.2	-16	1	-1	104	7
CC(=O)Oc1c(I)cc(I)cc1C(=O)Nc1ccc(Cl)cc1	-1	2	3	2.5	-0.9	0	-11	4	.	5
CCOC(=O)c1cnc2c(C)cc(C)cc2c1Nc1ccc(S(=O)(=O)Nc2ncccn2)cc1	0	2	-1	1.7	-0.1	-34	-7	-1	106	1
CCc1nnnn1-c1ccc([N+](=O)[O-])cc1C	-1	-5	0	0.8	-1.4	0	1	0	97	7
COc1ccc2oc(C(=O)OC(C)C(=O)NC3(C#N)CCCCC3)c(C)c2c1 (centres undefined)	-1	-2	0	-0.1	-1.0	-7	-21	-4	101	7
CCOC(=O)/C(=N/Nc1ccc(Cl)cc1)S(=O)(=O)c1ccc(Cl)cc1	.	5	0	0.5	0.4	4	23	-2	93	-2
COc1ccc(CN2CC(C(=O)NCc3ccccn3)CC2=O)cc1 (centres undefined)	.	5	1	3.7	-0.9	-2	-1	-3	111	5
COc1ccc(NS(=O)(=O)c2ccc(C)c(NC(=O)CNC(=O)c3ccco3)c2)cc1	-2	-3	7	2.3	-1.6	-2	-8	-5	98	11
COc1ccc(N2CCN(C(=O)c3cccc(Br)c3)CC2)c([N+](=O)[O-])c1	-5	6	1	0.5	1.0	2	-15	-5	106	-5
COc1ccc(NC(=O)Cn2c(=O)n(-c3ccc(CC(=O)NCc4ccco4)cc3)c(=O)c3ccccc32)cc1	-13	3	0	-0.9	-0.5	-10	-1	-1	92	2

Entries of single compounds, looked up by structure:
CCOC(=O)c1cnc2c(C)cc(C)cc2c1Nc1ccc(S(=O)(=O)Nc2ncccn2)cc1 reads Wnt bcat act: 0; RTF Ca sens act: 2; V-ATPase pH: -1; C-LANA FP: 1.7; OPRM1-OPRD1 ag: -0.1; RTF Ca sens inh: -34; Arrestin-AP2 inh: -7; Keap1-Nrf2 PPI: -1; Pemphigus Ab inh: 106; MOR-DOR inv ag: 1
CC(=O)Oc1c(I)cc(I)cc1C(=O)Nc1ccc(Cl)cc1 reads Wnt bcat act: -1; RTF Ca sens act: 2; V-ATPase pH: 3; C-LANA FP: 2.5; OPRM1-OPRD1 ag: -0.9; RTF Ca sens inh: 0; Arrestin-AP2 inh: -11; Keap1-Nrf2 PPI: 4; Pemphigus Ab inh: .; MOR-DOR inv ag: 5
COc1ccc(CC(=O)NNS(=O)(=O)c2ccccc2)cc1OC reads Wnt bcat act: -1; RTF Ca sens act: 8; V-ATPase pH: -1; C-LANA FP: 0.3; OPRM1-OPRD1 ag: -1.1; RTF Ca sens inh: -4; Arrestin-AP2 inh: 7; Keap1-Nrf2 PPI: -5; Pemphigus Ab inh: 112; MOR-DOR inv ag: 6

Continuation.
SMILES	Wnt bcat act	RTF Ca sens act	V-ATPase pH	C-LANA FP	OPRM1-OPRD1 ag	RTF Ca sens inh	Arrestin-AP2 inh	Keap1-Nrf2 PPI	Pemphigus Ab inh	MOR-DOR inv ag
Cc1cc(Br)ccc1SCC(=O)NCC(c1ccco1)N1CCCCC1 (centres undefined)	-6	-3	-1	-0.6	6.4	-3	-6	0	101	-41
COc1ccc(-c2sc3ccccc3c2C#Cc2cncn2C)cc1	0	-3	4	-1.2	-0.8	3	2	3	106	5
Cc1cc(C)c(S(=O)(=O)N2CCCOC2CNC(=O)C(=O)NCc2ccncc2)c(C)c1 (centres undefined)	8	-4	2	-1.3	-1.6	1	1	5	.	8
COc1cc(/C=N/n2c(C)n[nH]c2=S)ccc1OCc1ccc(F)cc1	-2	12	3	0.2	-4.1	-1	-28	-7	99	19
CCCCCC(=O)N/N=C/c1ccc([N+](=O)[O-])o1	2	4	-1	-0.2	0.2	-5	1	-3	96	-1
CC1(C)C(=O)Nc2ccccc2N1C(=O)COC(=O)c1ccc(Cl)c(S(=O)(=O)NCc2ccccc2)c1	-8&-2	4	-5	2.5	1.7	-6	6	-1	72	-10
COC(=O)/C=C1\S/C(=N/NC(=O)c2ccccc2)NC1=O	5	4	-4	-0.7	-1.1	-13	2	-2	109	6
CCOc1cccc(NC(=O)C2CC(=O)N(C)C(=Nc3ccccc3)S2)c1 (centres undefined)	.	1	3	-0.9	6.8	8	5	-2	106	-42
